# C8 TRAIL sens = viability loss with TRAIL in NB7+C8 cells, primary screen, TRAIL sensitizer project, cell-based, ATPlite luminescence; inhibition (viability loss, TRAIL sensitization), % at 10 µM; AID 624354, 2012; 360,000 compounds, 1% hits;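 active = compounds causing at least 50% loss of cell viability in the single-dose screen, relative to plate controls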
# TROY NFkB inh = inhibitors of TROY-driven NF-kB signaling, primary screen, Q293 LMP1-TROYcd cells, NF-kB luciferase, uHTS | Q293 LMP1-TROYcd NF-kB luciferase reporter, 4 h | inhibition, % at 10 µM | 360,000 compounds, 0.98% hits | AID 1347056, 2019;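 active = compounds whose plate-normalised and pattern-corrected inhibition of the luciferase reporter signal at the single screening dose is 50% or more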
# LRH-1 inv ag = LRH-1 (NR5A2) inverse agonists, primary screen, cell-based, luminescence, HEK293T, StAR-luciferase reporter. Nuclear receptor subfamily 5 group A member 2 (Homo sapiens), O00482. AID 602396, 2012. 360,000 compounds, 0.13% hits. inhibition, % at 3.6 µM. LRH-1 transfected, 24 h;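 active = inhibition above the mean inhibition of all tested compounds plus 3 SD, cut at about 73% in these data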;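 note: 0% = DMSO wells and 100% = reporter-only cells lacking LRH-1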
# TWEAK Fn14 block = inhibitors of TWEAK-Fn14 signaling, primary screen, luciferase reporter cells, uHTS; TWEAK-stimulated Fn14 reporter cells, luciferase luminescence, 8 h; inhibition, % at 10 µM; 360,000 compounds, 2% hits; AID 1159606, 2016; in the data active = inhibition above about 50%
# CF NFkB inh = inhibitors of PAF-induced NF-kB signaling, primary screen, cell-based, GFP fluorescence, uHTS | inhibition, % at 5 µM | AID 588850, 2011 | KKLEB NF-kB-GFP reporter, GFP fluorescence overnight | 360,000 compounds, 0.86% hits;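 active = at least 50% inhibition at 5 µM, scaled per plate between neutral and stimulator controls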;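 note: PAF is a Pseudomonas aeruginosa culture filtrate used as stimulus; plate controls were PAF-stimulated DMSO wells for no effect and unstimulated DMSO wells for full effect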
# SRC3 inh = SRC3 coactivator transcriptional activity inhibitors, primary screen, cell-based, luminescence. Nuclear receptor coactivator 3 (Homo sapiens), Q9Y6Q9. HEK293 GAL4-SRC3 luciferase reporter. inhibition, % at 3.6 µM. 360,000 compounds, 0.17% hits. AID 588352, 2011;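 active = inhibition above a per-campaign cutoff, the mean of all compounds plus 3 SD, cut at about 60% in these data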;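 note: 0% = DMSO-treated cells and 100% = gossypol-treated cells at 36 µM; higher means less SRC3-driven luciferase light from the GAL4 reporter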
# Target sequence (Q9Y6Q9 whole entry, looked up, the tested form may be a part): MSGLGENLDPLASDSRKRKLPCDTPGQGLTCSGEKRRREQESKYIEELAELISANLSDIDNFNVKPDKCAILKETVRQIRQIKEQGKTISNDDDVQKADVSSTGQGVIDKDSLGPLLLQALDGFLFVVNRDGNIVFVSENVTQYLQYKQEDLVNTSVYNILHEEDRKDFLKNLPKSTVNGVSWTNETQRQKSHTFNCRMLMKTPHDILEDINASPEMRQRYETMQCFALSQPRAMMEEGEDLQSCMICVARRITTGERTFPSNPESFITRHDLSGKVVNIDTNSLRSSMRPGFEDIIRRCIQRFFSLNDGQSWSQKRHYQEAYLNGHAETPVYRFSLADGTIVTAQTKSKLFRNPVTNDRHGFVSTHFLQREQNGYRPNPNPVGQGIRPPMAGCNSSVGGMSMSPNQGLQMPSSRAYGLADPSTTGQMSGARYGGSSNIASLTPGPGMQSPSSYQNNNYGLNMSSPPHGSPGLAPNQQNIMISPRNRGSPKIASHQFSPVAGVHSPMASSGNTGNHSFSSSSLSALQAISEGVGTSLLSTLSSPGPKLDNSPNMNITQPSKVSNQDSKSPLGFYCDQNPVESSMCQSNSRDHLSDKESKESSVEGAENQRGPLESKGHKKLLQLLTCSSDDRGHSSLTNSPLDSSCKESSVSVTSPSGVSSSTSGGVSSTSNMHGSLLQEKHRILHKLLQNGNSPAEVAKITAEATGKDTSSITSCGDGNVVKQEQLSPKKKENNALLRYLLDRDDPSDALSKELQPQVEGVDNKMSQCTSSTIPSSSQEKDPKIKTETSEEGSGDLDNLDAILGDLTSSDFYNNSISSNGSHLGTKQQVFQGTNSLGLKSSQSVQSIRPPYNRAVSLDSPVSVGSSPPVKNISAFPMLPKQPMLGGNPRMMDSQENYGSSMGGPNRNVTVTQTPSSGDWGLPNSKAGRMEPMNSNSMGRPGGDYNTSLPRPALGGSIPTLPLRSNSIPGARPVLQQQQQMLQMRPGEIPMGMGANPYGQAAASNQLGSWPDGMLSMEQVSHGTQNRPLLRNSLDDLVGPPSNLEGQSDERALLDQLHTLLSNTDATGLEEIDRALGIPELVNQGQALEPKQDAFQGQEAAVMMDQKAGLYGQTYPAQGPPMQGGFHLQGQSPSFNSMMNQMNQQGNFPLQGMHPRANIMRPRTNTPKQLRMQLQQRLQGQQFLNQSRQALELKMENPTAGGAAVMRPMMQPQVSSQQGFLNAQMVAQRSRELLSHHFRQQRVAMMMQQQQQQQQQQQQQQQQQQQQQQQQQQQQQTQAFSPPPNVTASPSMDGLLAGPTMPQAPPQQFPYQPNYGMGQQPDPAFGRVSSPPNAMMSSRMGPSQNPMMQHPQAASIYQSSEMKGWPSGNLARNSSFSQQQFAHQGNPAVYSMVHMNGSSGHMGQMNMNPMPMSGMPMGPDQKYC
# Shn3 inh set2 = reduction of Shn3 3'UTR firefly luciferase signal, primary screen, Schnurri-3 inhibitor project, cell-based, Clone20 osteoblasts, set 2; Clone20 osteoblast Shn3 3'UTR firefly luciferase, 24 h; inhibition, % at 12.5 µM; 360,000 compounds, 0.52% hits;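 active = mean inhibition of at least 75% with every replicate also reaching 75%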;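 note: 0% = median of neutral control wells and 100% = pilot-screen positive control compound; some compounds past the cut are filed as inactive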
# KKLEB tox = cytotoxicity in KKLEB CF airway cells, primary screen, cytotoxicity control for CF NF-kB inhibitor project, cell-based, uHTS, fluorescence assay plates. activity change (cytotoxicity), % at 5 µM. 360,000 compounds, 0.36% hits. AID 602141, 2011. KKLEB CF airway cells viability, ATPlite luminescence, overnight; stronger effect = lower value; cells stimulated with P. aeruginosa culture filtrate;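 active = corrected activity change at or below -50% at 5 µM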
# EBV LMP1 NFkB = EBV LMP1-driven NF-kappaB luciferase reporter inhibitors, primary screen, cell-based, luminescence, single point; LMP1-induced NF-kappaB luciferase reporter cells; 350,000 compounds, 0.69% hits; inhibition, % at 12.5 µM; in the data active = inhibition above about 41%;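 note: 0% = neutral control wells and 100% = reference inhibitor control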
# COUP-TFII inh = NR2F2 transcriptional activity inhibitors, primary screen, cell-based, luciferase reporter, HEK293T, luminescence; HEK293T NGFI-A luciferase reporter; inhibition, % at 8.6 µM; 370,000 compounds, 0.7% hits; AID 686940, 2013;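 active = inhibition above a per-plate cutoff, mean inhibition of test wells between control levels plus 3 SD, cut at about 38% in these data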;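 note: cells cotransfected with COUP-TFII expression vector driving the NGFI-A reporter; 0% = median of COUP-TF2 test wells and 100% = reporter-only cells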
# NCOA1 inh = SRC1 coactivator transcriptional activity inhibitors, primary screen, cell-based, luminescence; Nuclear receptor coactivator 1 (Homo sapiens), Q15788; HEK293 GAL4-SRC1 luciferase reporter; inhibition, % at 3.6 µM; 360,000 compounds, 0.12% hits;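 active = inhibition above the campaign mean plus 3 SD, with each screening campaign given its own cutoff, cut at about 60% in these data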;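 note: 0% = DMSO treated cells and 100% = gossypol at 36 µM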
# * = called active by the depositor; x = not tested or not shown. This is a subset. The share of hits here may be higher or lower than overall.
1	CC(C)(C)c1ccc(C2C(C#N)=C(N)Oc3n[nH]c(-c4cccnc4)c32)cc1 (stereo not given)
2	O=C(Nc1cccc(C(F)(F)F)c1)c1csc(COCCO)n1
3	COc1ccc(/C=C/c2c([N+](=O)[O-])c(=O)n(C)c(=O)n2C)cc1OC
4	CC(=O)NC1=NN(C(C)=O)C(C)(CC(=O)OC(C)(C)C)S1 (stereo not given)
5	Nc1nc(-c2ccc(Cl)cc2)c(S(=O)(=O)c2ccccc2)s1
6	Cc1ccccc1C(=O)Nc1ccnn1C1CCN(Cc2ccc(CO)o2)CC1
7	CC(C)COc1ccc(C(=O)Nc2ccccc2[N+](=O)[O-])cc1
8	CC1CCN(S(=O)(=O)c2ccc(NC(=O)Cc3ccc(S(=O)(=O)N4CCOCC4)s3)cc2)CC1
Compound,1,2,3,4,5,6,7,8
C8 TRAIL sens,-5,10,-13,1,-8,-26,2,3
TROY NFkB inh,-5,-8,-9,-1,-4,5,-63,7
LRH-1 inv ag,-4,-4,-10,11,-2,2,-89,11
TWEAK Fn14 block,-3,-12,-16,-2,5,6,-12,7
CF NFkB inh,-10,-9,17,-4,6,-4,0,12
SRC3 inh,12,-21,-24,16,3,-4,-25,-10
Shn3 inh set2,-3,-24,-30,20,9,-14,-37,57
KKLEB tox,-20,-9,0,2,-9,-15,6,-8
EBV LMP1 NFkB,-9,x,-1,-2,-17,0,-36,0
COUP-TFII inh,2,5,-8,13,-6,-2,-32,16
NCOA1 inh,14,-4,-15,-7,4,-11,-75,6

9	NS(=O)(=O)c1ccc(CCNC(=O)Cc2ccccc2[N+](=O)[O-])cc1
10	Cc1c(Cl)cccc1NC(=O)CC(NCCN1CCOCC1)C(=O)O (stereo not given)
11	CCNC(=O)C1(C)CCCN(C(=O)c2ccc3sccc3c2)C1 (stereo not given)
12	O=C(O)C1CCN(Cc2ccccn2)CC1
13	COc1ccc(C(C)(O)c2nc(-c3csc4ccccc34)cs2)cc1 (stereo not given)
14	NS(=O)(=O)c1cc(C(=O)OCC(=O)c2ccccc2)c(Cl)cc1Cl
15	COc1ccc(C(=O)NCc2ccc(C)cc2)cc1S(=O)(=O)N1CCCC1
16	c1ccc2nc(N3CCN(Cc4ccc5c(c4)OCO5)CC3)cnc2c1
Compound,9,10,11,12,13,14,15,16
C8 TRAIL sens,-6,-9,-4,-2,13,-1,5,-4
TROY NFkB inh,0,1,-9,0,-15,13,8,-10
LRH-1 inv ag,23,5,0,0,11,8,-7,19
TWEAK Fn14 block,-9,5,-2,9,-17,-8,7,5
CF NFkB inh,2,-12,-17,2,10,1,12,-5
SRC3 inh,7,-4,13,7,-22,-8,-2,-7
Shn3 inh set2,0,-8,0,-1,-2,-26,-8,12
KKLEB tox,-6,14,6,-7,-2,10,26,-1
EBV LMP1 NFkB,-19,2,x,-8,x,2,2,3
COUP-TFII inh,7,-10,-16,5,-22,-12,-5,1
NCOA1 inh,-6,9,-10,0,-1,1,-18,-14

17	O=C(Nc1ccc(Cl)c(Cl)c1)Nc1ccon1
18	COc1ccc(CN(N=O)C2CC(=O)N(c3ccc(OC)cc3)C2=O)cc1 (stereo not given)
19	CC(=O)Nc1ccc(S(=O)(=O)Nc2nc3ccccc3nc2Nc2ccc(O)cc2)cc1
20	NS(=O)(=O)c1ccc(NC(=O)N[C@@H](Cc2ccccc2)C(=O)O)cc1
21	O=S1(=O)CC(N2CC=CC2)CN1Cc1cn(Cc2cccc(C(F)(F)F)c2)nn1 (stereo not given)
22	COc1ccccc1N1CC(C(=O)Nc2nnc(SCC(=O)NC(C)C)s2)CC1=O (stereo not given)
23	CN(C)c1ccc(C(=O)N(Cc2ccccc2)Cc2ccccc2)cc1
24	COc1ccc(C)cc1NC(=O)C(=O)NCc1ccncc1
Compound,17,18,19,20,21,22,23,24
C8 TRAIL sens,25,-8,-18,0,2,0,2,-10
TROY NFkB inh,-3,-6,-6,8,-8,5,-9,14
LRH-1 inv ag,20,1,17,-3,-18,5,11,-5
TWEAK Fn14 block,30,5,-4,2,7,24,-10,-2
CF NFkB inh,54*,-11,16,-1,x,-12,14,-6
SRC3 inh,14,10,18,6,x,-5,6,8
Shn3 inh set2,-7,-1,12,-3,x,-4,-3,7
KKLEB tox,-12,15,-8,-6,x,9,-1,12
EBV LMP1 NFkB,12,x,0,4,x,-11,-9,-5
COUP-TFII inh,4,19,1,-3,1,19,6,6
NCOA1 inh,-7,-2,-7,1,x,-22,12,10

25	O=C(COC(=O)c1cc(S(=O)(=O)N2CCCC2)ccc1O)Nc1ccc(F)cc1F
26	CC(c1ccccc1)N1C(=O)c2ccc(C(=O)NCc3ccco3)cc2C1=O (stereo not given)
27	O=C(N/N=C/c1sc(N2CCOCC2)nc1-c1ccccc1)c1cccc(S(=O)(=O)N2CCOCC2)c1
28	O=C(CC1C(=O)NCCN1C(=O)Nc1ccccc1)Nc1ccc2c(c1)OCCO2 (stereo not given)
29	N#Cc1cccc2cnccc12
30	CCN(CC(=O)Nc1c(F)cccc1F)C(=O)Cc1cccs1
31	Cc1c(C(=O)NCCC2=CCCCC2)sc2ncnc(N3CCCCC3C)c12 (stereo not given)
32	COc1cc2c(cc1OC)C(C)N(C(=O)Nc1ccc(F)cc1)CC2 (stereo not given)
Compound,25,26,27,28,29,30,31,32
C8 TRAIL sens,-3,-8,29,4,-7,1,7,24
TROY NFkB inh,5,8,14,3,-10,-18,27,-10
LRH-1 inv ag,10,9,75*,0,9,-10,-14,0
TWEAK Fn14 block,3,18,-19,4,7,12,3,-4
CF NFkB inh,2,4,-8,-10,20,-2,3,5
SRC3 inh,15,7,72*,1,22,-65,-5,1
Shn3 inh set2,-26,11,84,43,9,-15,6,-1
KKLEB tox,-8,-13,-9,0,-2,-13,-20,2
EBV LMP1 NFkB,3,7,30,8,6,23,-2,3
COUP-TFII inh,-4,12,54*,-6,5,3,-2,11
NCOA1 inh,-9,-7,66*,-11,5,-4,0,-50

# Complete entries as entered above. Order of values: C8 TRAIL sens | TROY NFkB inh | LRH-1 inv ag | TWEAK Fn14 block | CF NFkB inh | SRC3 inh | Shn3 inh set2 | KKLEB tox | EBV LMP1 NFkB | COUP-TFII inh | NCOA1 inh
# `CC(c1ccccc1)N1C(=O)c2ccc(C(=O)NCc3ccco3)cc2C1=O` (stereo not given) across the screens: -8 | 8 | 9 | 18 | 4 | 7 | 11 | -13 | 7 | 12 | -7
# `O=C(CC1C(=O)NCCN1C(=O)Nc1ccccc1)Nc1ccc2c(c1)OCCO2` (stereo not given) across the screens: 4 | 3 | 0 | 4 | -10 | 1 | 43 | 0 | 8 | -6 | -11
# `Cc1c(C(=O)NCCC2=CCCCC2)sc2ncnc(N3CCCCC3C)c12` (stereo not given) across the screens: 7 | 27 | -14 | 3 | 3 | -5 | 6 | -20 | -2 | -2 | 0
# `O=C(N/N=C/c1sc(N2CCOCC2)nc1-c1ccccc1)c1cccc(S(=O)(=O)N2CCOCC2)c1` across the screens: 29 | 14 | 75* | -19 | -8 | 72* | 84 | -9 | 30 | 54* | 66*

# (continued)
33	CC(=O)NCCc1ccc(S(=O)(=O)NCc2ccc3c(c2)OCO3)cc1
34	Cc1cc(Cl)ccc1-c1nc(NC(C)C)nc2ccsc12
35	Cc1ccc(-n2nnnc2SC(C)C(=O)Nc2ccccc2-c2ccccc2)cc1 (stereo not given)
36	Cc1cc(NC(=O)Cc2ccccc2)ccc1NC(=O)c1cccs1
37	COc1cc(CN(C(=O)c2ccco2)C2CCS(=O)(=O)C2)cc(OC)c1OC (stereo not given)
38	COc1ccc(NC(=O)c2nnn(CC(=O)Nc3ccc4c(c3)OCO4)c2N)cc1OC
39	COc1ccc(-c2cc3c(=O)n(CC(=O)NCCCN4CCC(N5CCCCC5)CC4)nc(C)n3n2)cc1
40	Cc1ccsc1/C=N/NC(=O)CNC(=O)c1ccccc1
Compound,33,34,35,36,37,38,39,40
C8 TRAIL sens,-8,0,-2,1,-15,7,21,-14
TROY NFkB inh,-1,6,-10,5,-9,3,-4,-21
LRH-1 inv ag,24,-8,1,6,-5,10,0,9
TWEAK Fn14 block,2,-9,0,-23,-1,-18,-18,-6
CF NFkB inh,-14,4,5,-3,8,20,-10,14
SRC3 inh,17,-3,0,11,18,12,-16,33
Shn3 inh set2,-17,7,21,-8,-12,-4,-19,2
KKLEB tox,1,-8,-6,-3,4,-12,18,3
EBV LMP1 NFkB,26,x,4,-18,-7,-1,-2,-5
COUP-TFII inh,8,-2,2,-14,5,-4,17,-14
NCOA1 inh,2,-4,3,-6,-1,-11,-5,4

41	COc1ccc(N2CN=C3SCC(=O)N3C2)cc1
42	Cc1ccc(-c2csc(NC(=O)c3ccc(Br)cc3)c2C(=O)O)cc1
43	N#Cc1cccc(NC(=O)CNc2cccc(S(=O)(=O)N3CCCCC3)c2)c1
44	CCC1(CC)Cc2ccccc2C(Nc2c(C)n(C)n(-c3ccccc3)c2=O)=N1
45	N#CCC(CNc1ncc(C(F)(F)F)cc1Cl)OC(=O)c1ccc(Cl)cc1Cl (stereo not given)
46	Cn1nc(C(=O)NNC(=O)C2CSC3(C)CCC(=O)N23)c2ccccc2c1=O (stereo not given)
47	Cn1nccc1C(=O)N1CCN(c2cccc(Cl)c2)CC1
48	CCOC(=O)c1sc(N)nc1C(C)(C)C
49	CCN(CC)S(=O)(=O)c1ccc(N2CCOCC2)c(NC(=O)C(C)Oc2ccc(F)cc2)c1 (stereo not given)
50	Nc1ccc2c(c1)C(=O)c1ccc(Br)cc1-2
51	O=C(NCCN1CCOCC1)c1ccccc1N1C(=O)[C@@H]2Cc3c([nH]c4ccccc34)C(c3ccc(F)cc3)N2C1=O (stereo not given in full)
Compound,41,42,43,44,45,46,47,48,49,50,51
C8 TRAIL sens,-15,-13,6,3,8,-19,5,-2,1,4,13
TROY NFkB inh,-31,25,14,-9,-1,0,5,9,-10,-27,-33
LRH-1 inv ag,-25,-14,-7,2,15,-17,-11,-14,11,15,2
TWEAK Fn14 block,-6,47,22,-7,3,-9,5,3,-31,-19,15
CF NFkB inh,-6,26,3,-17,-11,10,-13,-5,26,-33,-2
SRC3 inh,-27,-21,4,-4,19,12,-12,16,-9,-2,-3
Shn3 inh set2,-11,-24,41,-1,-16,9,-14,4,21,4,13
KKLEB tox,4,-15,10,-7,3,-18,-10,3,-6,17,0
EBV LMP1 NFkB,-18,-13,9,-2,17,-1,6,0,-4,1,-8
COUP-TFII inh,-14,2,9,-3,14,10,-10,-20,2,-14,22
NCOA1 inh,-7,-10,13,6,-4,-56,-14,6,1,-2,-10

# Screening results deposited in PubChem by several laboratories.
